Screens deposited in PubChem BioAssay by Broad Institute.
PRC2 inh: EZH2/PRC2 methyltransferase inhibitors, primary screen, biochemical, DELFIA time-resolved fluorescence, single point; Histone-lysine N-methyltransferase EZH2 (Homo sapiens), Q15910; PRC2 H3K27 methylation, DELFIA TRF, 1 h; inhibition, % at 12.5 µM; 57,000 compounds, 0.35% hits; AID 651548, 2012;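 active means mean inhibition of replicates at least 50% and every single replicate also reaching 50%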;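 further: dimethyl H3K27 on biotinylated H3 21-44 peptide detected by antibody; plate controls were median neutral control wells for no effect and median positive control wells for full effect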
IDH1 mut inh: inhibitors of IDH1 R132H reductase, primary screen, biochemical, plate reader, single point; Isocitrate dehydrogenase [NADP] cytoplasmic (Homo sapiens), O75874; diaphorase/resazurin fluorescence, 60 min; inhibition, % at 10 µM; 70,000 compounds, 0.18% hits; AID 624101, 2012; in the data active means inhibition above about 34%;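 further: 0% = DMSO and 100% = no enzyme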
Target sequence (O75874 whole entry R132H): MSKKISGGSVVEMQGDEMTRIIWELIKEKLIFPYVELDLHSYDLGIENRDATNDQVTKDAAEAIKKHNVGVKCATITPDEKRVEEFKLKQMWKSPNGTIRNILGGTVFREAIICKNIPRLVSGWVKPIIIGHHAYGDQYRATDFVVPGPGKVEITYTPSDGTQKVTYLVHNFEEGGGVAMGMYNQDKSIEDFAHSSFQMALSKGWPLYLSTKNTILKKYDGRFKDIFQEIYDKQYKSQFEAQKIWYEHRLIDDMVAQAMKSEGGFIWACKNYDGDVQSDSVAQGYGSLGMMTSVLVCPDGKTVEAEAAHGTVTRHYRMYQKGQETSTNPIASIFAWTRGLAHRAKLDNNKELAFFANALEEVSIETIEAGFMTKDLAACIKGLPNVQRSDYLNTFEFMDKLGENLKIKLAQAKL
* marks the source's active call; other numbers are inactive results; x = not tested or not shown.

Start of the listing, in advance (2 entries):
SMILES	PRC2 inh	IDH1 mut inh
C[C@H]1CN([C@@H](C)CO)C(=O)Cc2cc(NC(=O)Cn3cnnn3)ccc2O[C@@H]1CN(C)S(=O)(=O)c1ccc(Cl)cc1	x	0.1
C[C@@H]1CCCCO[C@H](CN(C)C(=O)Nc2ccccc2)[C@@H](C)CN([C@H](C)CO)C(=O)c2cc(NC(=O)Cc3ccccc3)ccc2O1	x	-0.6

The listing (from the top)
SMILES	PRC2 inh	IDH1 mut inh
C[C@H]1CN([C@@H](C)CO)C(=O)Cc2cc(NC(=O)Cn3cnnn3)ccc2O[C@@H]1CN(C)S(=O)(=O)c1ccc(Cl)cc1	x	0.1
C[C@@H]1CCCCO[C@H](CN(C)C(=O)Nc2ccccc2)[C@@H](C)CN([C@H](C)CO)C(=O)c2cc(NC(=O)Cc3ccccc3)ccc2O1	x	-0.6
Cc1ccc(NC(=O)C(C)N(c2ccccc2)S(C)(=O)=O)cc1C (stereo not given)	10	0.4
C[C@@H]1CCCCO[C@@H](CN(C)C(=O)CCC(F)(F)F)[C@H](C)CN([C@H](C)CO)C(=O)c2cc(NS(=O)(=O)c3cn(C)cn3)ccc2O1	x	0.9
CCCN1C[C@@H](C)[C@@H](OC)CN(C)C(=O)c2cc(NS(=O)(=O)CC)ccc2OC[C@@H]1C	3	-0.1
C[C@H](CO)N1C[C@H](C)[C@@H](CN(C)C(=O)C2CCC2)Oc2cc(C#CC3CC3)ccc2S1(=O)=O	-2	-1.8
O=C(N/N=C/c1cc2ccccc2n1S(=O)(=O)c1ccccc1)c1ccccc1O	-4	0.0
CS(=O)(=O)N(CC(=O)Nc1cccc(Br)c1)c1ccc(F)c(Cl)c1	-9	-0.5
O=C(CCn1cnc2ccccc2c1=O)Nc1ccc(S(=O)(=O)N2CCOCC2)cc1	-2	-0.2
C[C@@H]1CN([C@H](C)CO)C(=O)c2cc(NC(=O)c3ccncc3)ccc2O[C@H]1CN(C)C(=O)Nc1cccc2ccccc12	3	-3.4
COc1ccc(NC(=O)Nc2cccc3c2O[C@@H](CN(C)S(=O)(=O)c2cccs2)[C@@H](C)CN([C@H](C)CO)C3=O)cc1	x	-7.9
Cc1ccccc1-c1cnc2c(c1)C(=O)N([C@H](C)CO)C[C@@H](C)[C@H](CN(C)C(=O)c1cccnc1)O2	19	0.1

Pulled one by one from the entries so far:
SMILES	PRC2 inh	IDH1 mut inh
C[C@H](CO)N1C[C@H](C)[C@@H](CN(C)C(=O)C2CCC2)Oc2cc(C#CC3CC3)ccc2S1(=O)=O	-2	-1.8
C[C@H]1CN([C@@H](C)CO)C(=O)Cc2cc(NC(=O)Cn3cnnn3)ccc2O[C@@H]1CN(C)S(=O)(=O)c1ccc(Cl)cc1	x	0.1
Cc1ccc(NC(=O)C(C)N(c2ccccc2)S(C)(=O)=O)cc1C (stereo not given)	10	0.4
O=C(N/N=C/c1cc2ccccc2n1S(=O)(=O)c1ccccc1)c1ccccc1O	-4	0.0
C[C@@H]1CCCCO[C@@H](CN(C)C(=O)CCC(F)(F)F)[C@H](C)CN([C@H](C)CO)C(=O)c2cc(NS(=O)(=O)c3cn(C)cn3)ccc2O1	x	0.9
O=C(CCn1cnc2ccccc2c1=O)Nc1ccc(S(=O)(=O)N2CCOCC2)cc1	-2	-0.2

Remaining list, next part:
SMILES	PRC2 inh	IDH1 mut inh
C[C@H](CO)N1C[C@H](C)[C@H](CN(C)C(=O)Cc2ccccc2)OCCCC[C@H](C)Oc2ccc(NC(=O)Nc3ccc(C(F)(F)F)cc3)cc2C1=O	x	-2.8
O=C1C[C@@H](c2ccccc2)Oc2cc(O)cc(O)c21	-14	x
O=C(C[C@@H]1C[C@@H]2c3cc(NC(=O)c4ccc5c(c4)OCO5)ccc3O[C@@H]2[C@H](CO)O1)NCC1CC1	6	-0.5
Cc1cc(Cl)ccc1NC(=O)COc1ccc(C(=O)Nc2cc(Cl)ccc2Cl)cc1	9	0.2
COc1ccc(NC(=O)N(C)C[C@@H]2Oc3ccc(NC(=O)NC4CCCCC4)cc3CC(=O)N([C@H](C)CO)C[C@@H]2C)cc1	-2	x
C[C@H](CO)N1C[C@H](C)[C@@H](CN(C)Cc2ccc(-c3ccccc3)cc2)Oc2cc(C#C[C@@H](C)O)ccc2S1(=O)=O	24	x
COc1ccc(S(=O)(=O)Nc2cccc3c2O[C@@H](CN(C)Cc2ccc(C(=O)O)cc2)[C@H](C)CN([C@@H](C)CO)C3=O)cc1	x	-1.8
COc1ccc(-c2cnc3c(c2)C(=O)N([C@H](C)CO)C[C@H](C)[C@H](CN(C)C(=O)C2CC2)O3)cc1	-4	x
CCC(=O)Nc1ccc2c(c1)OC[C@@H](C)N(C(=O)Cc1ccccn1)C[C@@H](C)[C@H](OC)CN(C)C2=O	8	0.1
O=C(CSc1n[nH]c(-c2ccncc2)n1)Nc1ccc(F)cc1	17	0.2
CC(C)NC(=O)N(C)C[C@H]1Oc2ccc(NC(=O)Nc3ccc(F)cc3)cc2C(=O)N([C@H](C)CO)C[C@@H]1C	-1	x
COCC(=O)Nc1ccc2c(c1)C(=O)N(C)C[C@@H](OC)[C@H](C)CN(CC1CCCCC1)[C@@H](C)CO2	-27	-0.4
C[C@H]1CN([C@@H](C)CO)C(=O)CCCn2cc(nn2)CO[C@@H]1CN(C)Cc1ccc(O)cc1	0	3.1
CC(C)NC(=O)N(C)C[C@@H]1Oc2c(NC(=O)CCCCCC(=O)Nc3ccccc3N)cccc2C(=O)N([C@H](C)CO)C[C@@H]1C	-11	0.1
COc1ccc(NC(=O)N(C)C[C@H]2OCCCC[C@H](C)Oc3ccc(NC(=O)NC(C)C)cc3C(=O)N([C@H](C)CO)C[C@@H]2C)cc1	x	2.1
O=C(COc1ccccc1Cl)Nc1ccccc1C(=O)Nc1ccccc1	x	0.1
CCC(=O)Nc1ccc2c(c1)C(=O)N(C)C[C@@H](OC)[C@H](C)CN(C(=O)CN(C)C)[C@@H](C)CO2	6	0.2
COc1ccccc1NC(=O)N[C@@H]1C=C[C@H](CC(=O)NCc2ccc(Cl)c(Cl)c2)O[C@H]1CO	12	0.1
C[C@@H]1CN([C@@H](C)CO)C(=O)c2cc(N(C)C)ccc2O[C@@H](C)CCCCO[C@@H]1CN(C)S(C)(=O)=O	5	x
Cc1nn(-c2ccccc2)nc1C(=O)N(C)c1nnc(C(F)(F)F)s1	16	0.3
CO[C@@H]1CN(C)C(=O)c2ccc(NC(=O)NC(C)C)cc2OC[C@H](C)N(CC2CC2)C[C@@H]1C	11	-0.7
CNC[C@@H]1Oc2cc(C#Cc3ccncc3)ccc2S(=O)(=O)N([C@@H](C)CO)C[C@@H]1C	-10	9.9
C[C@@H]1CN([C@H](C)CO)C(=O)c2cc(NC(=O)Nc3ccc(C(F)(F)F)cc3)ccc2O[C@@H](C)CCCCO[C@@H]1CN(C)C(=O)Nc1cccc2ccccc12	x	0.1
Cc1ccc(S(=O)(=O)N(C)C[C@@H]2Oc3c(NC(=O)c4ccc(-c5nccs5)cc4)cccc3C(=O)N([C@H](C)CO)C[C@H]2C)cc1	x	-10
C[C@H](CO)N1C[C@H](C)[C@H](CN(C)C(=O)c2cccnc2)Oc2ncc(/C=C/c3ccccc3)cc2C1=O	x	0.5
CS(=O)(=O)N(CC(=O)Nc1ccc2c(c1)OCCO2)c1cc(Cl)c(Cl)cc1Cl	9	0.1
CCS(=O)(=O)Nc1ccc2c(c1)C(=O)N(C)C[C@H](OC)[C@@H](C)CN(C(=O)CN(C)C)[C@H](C)CO2	14	0.0
C[C@H](CO)N1C[C@H](C)[C@H](CN(C)C(=O)c2ccncc2)OCCCC[C@H](C)Oc2ccc(N(C)C)cc2C1=O	-6	-4.7
COc1ccc(S(=O)(=O)N(C)C[C@H]2Oc3cc(C#CC4CCCCC4)ccc3S(=O)(=O)N([C@@H](C)CO)C[C@H]2C)cc1	-17	x
CC(=O)N(C)C[C@@H]1Oc2cc(C#CC(C)(C)O)ccc2S(=O)(=O)N([C@H](C)CO)C[C@@H]1C	24	-1.7
CN(C)CCCNC(=O)C[C@@H]1C=C[C@@H](NS(=O)(=O)c2ccccc2)[C@H](CO)O1	5	0.6
O=C(C[C@H]1CC[C@@H](NC(=O)Cc2ccccn2)[C@H](CO)O1)NCCc1ccccc1	1	-0.5
C[C@@H]1CN([C@@H](C)CO)C(=O)c2cc(NS(=O)(=O)c3ccc(Cl)cc3)ccc2O[C@H]1CN(C)S(=O)(=O)c1cn(C)cn1	x	-1.7
C[C@H]1CN([C@@H](C)CO)S(=O)(=O)c2ccc(-c3cncnc3)cc2O[C@@H]1CN(C)C(=O)CN(C)C	4	-2.4
COC(=O)C[C@H]1C=C[C@@H](NS(=O)(=O)c2ccc(OC)cc2)[C@H](CO)O1	3	0.0
CCCCN(C)S(=O)(=O)c1ccc(C)c(-c2nnc3c4ccccc4c(C)nn23)c1	9	1.6
C[C@@H]1CN([C@H](C)CO)S(=O)(=O)c2ccc(C#CCN(C)C)cc2O[C@H]1CN(C)Cc1ccccc1	-14	-1.0
C[C@H]1CCCCO[C@H](CN(C)Cc2ccc(C(=O)O)cc2)[C@@H](C)CN([C@@H](C)CO)C(=O)c2cc(N(C)C)ccc2O1	2	-2.0
O=C(C[C@H]1C[C@H]2c3cc(NS(=O)(=O)c4ccc(F)cc4)ccc3O[C@H]2[C@H](CO)O1)NCc1ccc(Oc2ccccc2)cc1	7	-0.1
C=C(C)C(O)Cc1c(OC)cc2oc(=O)ccc2c1OC (stereo not given)	-8	-0.3
C[C@@H]1CN([C@H](C)CO)C(=O)c2cc(NC(=O)CCCN(C)C)ccc2O[C@@H](C)CCCCO[C@H]1CN(C)Cc1ccc2c(c1)OCO2	x	7.6
CO[C@@H]1CN(C)C(=O)c2ccc(NC(=O)C3CC3)cc2OC[C@H](C)N(CC2CCOCC2)C[C@@H]1C	14	-0.2
CCCC#Cc1ccc2c(c1)O[C@H](CN(C)C(=O)CC1CC1)[C@H](C)CN([C@H](C)CO)S2(=O)=O	-11	1.7
COC(=O)c1ccc(NC(=O)CN(c2ccc(Cl)cc2C)S(C)(=O)=O)cc1	-10	-0.2
COc1cc([N+](=O)[O-])ccc1NC(=O)NCc1cccnc1	3	0.0
CO[C@H]1CN(C)C(=O)c2ccc(NC(=O)NC(C)C)cc2OC[C@H](C)N(C(=O)CC2CC2)C[C@H]1C	14	0.0
C[C@H]1CN([C@@H](C)CO)C(=O)Cc2cc(NC(=O)Cc3ccccc3)ccc2O[C@@H]1CN(C)Cc1ccc(C(F)(F)F)cc1	-24	0.3
COc1ccc(CNC(=O)C[C@@H]2C[C@@H]3c4cc(NC(=O)CC5CC5)ccc4O[C@@H]3[C@H](CO)O2)cc1	22	0.1
CO[C@H]1CN(C)C(=O)c2ccc(NC(C)=O)cc2OC[C@@H](C)N(Cc2cccc(F)c2)C[C@H]1C	-9	-0.2
CC(C)NC(=O)Nc1ccc2c(c1)CC(=O)N([C@H](C)CO)C[C@H](C)[C@@H](CN(C)S(=O)(=O)c1cccs1)O2	x	-6.1
C[C@@H]1CN([C@H](C)CO)C(=O)Cc2cc(NC(=O)Nc3ccc4c(c3)OCO4)ccc2O[C@H]1CN(C)S(=O)(=O)c1cn(C)cn1	x	0.3
C[C@H](CO)N1C[C@H](C)[C@H](CN(C)S(=O)(=O)c2ccc(F)cc2)Oc2cc(C#Cc3ccncc3)ccc2S1(=O)=O	4	1.0
Cc1ccccc1-c1nc(SCC(=O)Nc2ccc(F)c(Cl)c2)n[nH]1	27	0.5
C[C@@H]1CN([C@@H](C)CO)C(=O)c2cc(NC(=O)CCC(F)(F)F)ccc2O[C@H]1CN(C)C(=O)Nc1ccc2c(c1)OCO2	-2	3.1
CN(C)CC(=O)N[C@@H]1CC[C@@H](CCn2cc(C3CCCC3)nn2)O[C@H]1CO	3	0.1
C[C@@H]1CN([C@@H](C)CO)C(=O)Cc2cc(NC(=O)CCN3CCOCC3)ccc2O[C@@H]1CN(C)Cc1ccccc1	-11	x
C[C@@H]1CCCCO[C@@H](CN(C)Cc2ccccc2)[C@H](C)CN([C@H](C)CO)C(=O)c2cc(NC(=O)CCC(F)(F)F)ccc2O1	0	2.0
CCC(=O)N(C)C[C@@H]1Oc2ncc(Br)cc2C(=O)N([C@@H](C)CO)C[C@@H]1C	-7	-0.2
CO[C@H]1CN(C)C(=O)c2cc(NC(=O)C3CC3)ccc2OC[C@H](C)N(Cc2nccs2)C[C@@H]1C	9	0.0
O=C(O)C[C@@H]1C[C@H]2c3cc(NS(=O)(=O)c4ccc(F)cc4)ccc3O[C@H]2[C@@H](CO)O1	-2	0.0

Next records:
SMILES	PRC2 inh	IDH1 mut inh
CNC[C@H]1OCCCC[C@H](C)Oc2ccc(NC(=O)c3ccccc3)cc2C(=O)N([C@@H](C)CO)C[C@@H]1C	-3	x
C[C@H]1CN([C@@H](C)CO)C(=O)Cc2cc(NC(=O)Nc3cccc4ccccc34)ccc2O[C@@H]1CN(C)S(=O)(=O)c1cccs1	x	0.1
COc1ccc2nc(SCC(=O)Nc3cccc([N+](=O)[O-])c3)[nH]c2c1	-3	-0.5
COc1ccccc1NC(=O)Nc1ccc2c(c1)C(=O)N(C)C[C@H](OC)[C@@H](C)CN(C)[C@H](C)CO2	-1	0.1
C[C@@H]1CN([C@@H](C)CO)C(=O)CCCn2nncc2CO[C@H]1CN(C)S(=O)(=O)c1ccccc1	13	-1.6
CCC(=O)Nc1ccc2c(c1)C(=O)N(C)C[C@H](OC)[C@@H](C)CN(CCc1ccccc1)[C@@H](C)CO2	-5	-0.2
COCC#Cc1ccc2c(c1)O[C@H](CN(C)C)[C@@H](C)CN([C@@H](C)CO)S2(=O)=O	-1	0.1
C[C@H](CO)N1C[C@H](C)[C@H](CN(C)Cc2cccc(C(F)(F)F)c2)Oc2ncc(-c3cccc(C(F)(F)F)c3)cc2C1=O	x	-0.2

The list is partial (hit frequency here may not be typical).
